Bioassay records from PubChem.
UPR CHOP act – activators of apoptotic CHOP UPR arm, primary screen, cell-based, CHO-CHOP luciferase reporter, luminescence, uHTS | actives 0.34% (n = 330,000) | UPR activation; percent of tunicamycin response over DMSO baseline | activation, % at 10 µM | AID 449763, 2010;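 active = at 10 µM dose, activation of 40% or more, normalized to positive control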;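 note: 100% = tunicamycin at 10 µg/mL and 0% = DMSO alone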
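Dosing – one dose, 10 µM in 0.5% DMSO · System – CHO-CHOP cells, stable luciferase reporter of PERK-eIF2a-CHOP signalling · Input – 500 cells/well · Control set – tunicamycin 10 µg/mL final as positive, DMSO-only wells as negative · Timing – 6 h compound treatment, 37 °C · Measure – % activation vs tunicamycin · Technique – luminescence read with Steady-Glo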
CXCR6 block – CXCR6 receptor inhibitors, primary screen, cell-based, beta-arrestin, luminescence, CHO-K1 PathHunter, 1536-well; C-X-C chemokine receptor type 6 (Homo sapiens), O00574; inhibition, % at 20 µM; AID 602244, 2012; actives 0.36% (n = 360,000); in the data active = inhibition above about 34%, passing the limit was not always enough;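 note: antagonist mode with CXCL16 agonist at 10 nM final; 0% = 10 nM CXCL16 with DMSO and 100% = unstimulated wells without agonist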
Jurkat NFkB inh – inhibitors of induced NF-kB luciferase reporter, primary screen, TCR NF-kB activation inhibitor project, cell-based, luminescence, uHTS. Jurkat, PMA/ionomycin-induced NF-kB luciferase reporter. inhibition, % at 4 µM. actives 0.53% (n = 330,000); in the data active = inhibition above about 50%
EBI2 antag – EBI2 receptor antagonists, beta-arrestin recruitment, primary screen, cell-based, luminescence, 7a,25-OHC stimulation, uHTS. inhibition, % at 5 µM. actives 0.81% (n = 360,000). G-protein coupled receptor 183 (Homo sapiens), P32249. 7a,25-OHC stimulated; in the data active = inhibition above about 38%;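 note: enzyme fragment complementation signal reports receptor beta-arrestin coupling in cells; 0% = agonist plus DMSO wells and 100% = wells without agonist; some results beyond the cut were filed as inactive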
UPR XBP1 act – activators of adaptive XBP1 UPR arm, primary screen, cell-based, CHO-XBP1 luciferase reporter, luminescence, uHTS; IRE1-XBP1 UPR activation; percent of tunicamycin response, DMSO as zero; activation, % at 20 µM; actives 0.33% (n = 330,000); AID 463104, 2010;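 active = versus positive control, 20 µM dose yields 30% or more activation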;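 note: 100% = tunicamycin at 10 µg/mL and 0% = DMSO only wells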
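incubation = overnight seeding at 37 °C, 6 h compound treatment at 37 °C | assay system = CHO-XBP1 cells stably carrying IRE1-XBP1-driven luciferase reporter | input = 1000 cells per well | detection = luciferase luminescence | dosing = single point, 20 µM final compound, 1% DMSO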
Mdm2-MdmX inh – inhibitors of human Mdm2-MdmX association, primary screen, cell-based, luminescence, split luciferase, SaOS-2, uHTS; SaOS-2 split-luciferase Mdm2/MdmX complementation; actives 3% (n = 330,000); inhibition, % at 8 µM; AID 485346, 2010;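 active = inhibition of at least 50% at 8 µM in the primary screen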
Target sequence (O15151 whole entry, looked up): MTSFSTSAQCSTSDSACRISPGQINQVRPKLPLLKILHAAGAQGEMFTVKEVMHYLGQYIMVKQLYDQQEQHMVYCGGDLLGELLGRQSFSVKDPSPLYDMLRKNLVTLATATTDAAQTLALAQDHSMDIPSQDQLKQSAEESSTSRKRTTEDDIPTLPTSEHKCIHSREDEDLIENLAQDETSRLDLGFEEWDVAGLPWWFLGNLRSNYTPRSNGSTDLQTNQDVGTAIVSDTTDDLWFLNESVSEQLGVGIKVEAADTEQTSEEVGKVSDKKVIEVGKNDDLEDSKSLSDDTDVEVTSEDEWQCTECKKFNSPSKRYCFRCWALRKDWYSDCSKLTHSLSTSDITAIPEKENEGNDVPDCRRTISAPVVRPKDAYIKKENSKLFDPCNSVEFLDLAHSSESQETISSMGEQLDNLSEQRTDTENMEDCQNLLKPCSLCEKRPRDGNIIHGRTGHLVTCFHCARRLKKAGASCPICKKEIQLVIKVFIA
Target sequence (Q00987 whole entry, looked up): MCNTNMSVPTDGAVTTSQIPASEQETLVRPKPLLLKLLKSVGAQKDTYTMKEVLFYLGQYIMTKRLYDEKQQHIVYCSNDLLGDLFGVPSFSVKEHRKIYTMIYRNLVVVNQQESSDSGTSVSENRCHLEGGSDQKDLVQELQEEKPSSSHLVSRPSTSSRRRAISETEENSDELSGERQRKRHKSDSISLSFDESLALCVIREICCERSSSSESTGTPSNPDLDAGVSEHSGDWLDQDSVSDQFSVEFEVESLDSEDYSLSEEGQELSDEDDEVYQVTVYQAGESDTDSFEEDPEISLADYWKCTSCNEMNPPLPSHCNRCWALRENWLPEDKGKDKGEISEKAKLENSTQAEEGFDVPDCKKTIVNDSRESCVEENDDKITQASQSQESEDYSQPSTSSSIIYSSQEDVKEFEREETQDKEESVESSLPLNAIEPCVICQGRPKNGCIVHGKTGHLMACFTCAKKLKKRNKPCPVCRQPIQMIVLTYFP
Gli-Sufu antag – Gli-Sufu pathway antagonists, primary screen, luciferase luminescence, Sufu-KO-LIGHT cells, uHTS; inhibition, % at 5 µM; AID 588413, 2011; actives 0.74% (n = 340,000); Sufu-KO-LIGHT fibroblasts, Gli luciferase reporter luminescence;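 active = inhibition above about 55%, limit read from the data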;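 note: 0% = DMSO-treated cells and 100% = wells with medium but no cells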
CCR6 antag – CCR6 receptor antagonists, primary screen, cell-based, CHO-K1, luminescence, beta-arrestin, uHTS | CHO-K1 CCR6 PathHunter beta-arrestin, CCL20-stimulated | inhibition, % at 20 µM | actives 0.49% (n = 340,000) | AID 493098, 2011;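 active = compounds whose inhibition of the agonist-driven luminescence signal at 20 µM reaches about 50%, limit read from the data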;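 note: cells stimulated with CCL20 at 14 nM final; plate controls were DMSO with CCL20 for no effect and DMSO without agonist for full effect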
697 NFkB inh – inhibitors of PMA/ionomycin-induced NF-kB reporter, 697 cells, primary screen, B-cell NF-kB inhibitor project, cell-based, luminescence, uHTS; 697 B-cell NF-kB luciferase reporter, 16 h; inhibition, % at 4 µM; actives 0.33% (n = 330,000); in the data active = inhibition above about 35%
Starred values were filed as active, the others as inactive; · = no result given.

The line under a structure holds: UPR CHOP act, CXCR6 block, Jurkat NFkB inh, EBI2 antag, UPR XBP1 act, Mdm2-MdmX inh, Gli-Sufu antag, CCR6 antag, 697 NFkB inh
1. COc1ccc(CNC(=O)C2CCCN2C(=O)NC2CCCCC2)cc1 (stereo unspecified)
 : -1.0, 3, 6, -33, 0, 22, 0, -2, 1
2. O=C(Cc1sc(Nc2ccccc2)nc1-c1ccccc1)NCc1ccccn1
 : 4.0, 6, -78, 16, -3, -7, -53, 19, -103
3. CCOc1ccc2[nH]c(=O)c(C(c3nnnn3CCOC)N3CCOCC3)cc2c1 (stereo unspecified)
 : -1.1, 5, 4, 0, -4, 14, -3, 14, -8
4. O=C(Nc1cccc(-c2nn[nH]n2)c1)c1cccs1
 : -0.6, 2, 12, -6, -1, 14, -3, 3, -25
5. CCCN(CCC)c1nc(N)nc(-c2cc(Cl)ccc2OC)n1
 : 0.4, 6, 8, 9, -3, 5, 1, 15, 3
6. COc1ccc(OCC(=O)Nc2ccc3oc(-c4ccncc4)nc3c2)cc1
 : -0.3, -6, -21, 12, -2, -5, -20, -3, -8
7. CC12CC(O)C3c4ccc(O)cc4CCC3C1CCC2=O (stereo unspecified)
 : -1.4, 5, 3, -5, 3, 16, -13, -2, 1
8. Cc1ccc(Oc2ccc(NC(=O)CCC(=O)OCC(=O)c3cccs3)cc2)cc1C
 : 2.5, 6, 7, 7, 3, 20, -31, 15, -32
9. O=C(CSc1ncn[nH]1)NCc1ccc2c(c1)OCO2
 : 0.9, 9, -2, 6, 2, 13, 13, -1, -5
10. O=C(COC(=O)CSc1ccc(F)cc1)NCc1ccco1
 : -0.4, -8, 3, -7, 0, 3, 0, 4, 10
11. COc1ccc(OCCC(=O)OCC(=O)NCc2ccccc2OC)cc1
 : 3.4, -6, 10, -7, 1, -10, 0, 8, 17
12. CCOc1cc(/C=N/Nc2ccccc2Cl)ccc1OCC(=O)O
 : ·, -10, ·, 0, ·, ·, -1, 3, ·
13. Cc1c(CCC(=O)N[C@@H](C)C(=O)O)c(=O)oc2cc3oc4c(c3cc12)CCCC4
 : -4.9, 7, 12, -10, -9, -46, 11, 6, 41*
14. O=c1cnnc(Nc2ccc(F)cc2)[nH]1
 : 0.9, 4, -22, 9, -1, -31, -7, -8, -48
15. O=C(CSc1nc2ccccc2c(=O)n1Cc1ccco1)N1CCN(c2ccccc2)CC1
 : 1.9, 12, -12, 2, 1, 18, 6, 8, 1
16. COc1ccccc1-c1nnc(SCC(=O)N2CCOCC2)n1-c1ccccc1
 : -3.5, 1, 0, -5, -3, -33, -11, 0, -39
17. C=C1c2cccc(OC)c2O[C@H](C(=O)OCC)[C@@H]1CCCCCC
 : 4.3, 13, ·, -8, -1, 7, -1, 19, 0
18. Cc1cnc(CN2CCCC(C(=O)c3ccc4c5c(cccc35)CC4)C2)[nH]1 (stereo unspecified)
 : -0.2, -6, 9, -7, 1, 19, 5, 8, 10
19. Cc1ccc(Cl)cc1NS(=O)(=O)N1CCOCC1
 : -1.7, 4, -8, -13, -5, 2, -18, 6, 9
20. COc1ccc(N2CCN(C(=O)NCc3cccc(OC)c3)CC2)cc1
 : 0.1, 3, 5, 5, -2, -19, 0, -2, 16
21. Cc1cccc(NC(=S)NCCC(C)C)c1
 : 1.9, 8, 3, -3, -2, -9, -2, 6, 1
22. O=S(=O)(/N=C(/Nc1cccc2ccccc12)c1ccccc1)c1cccs1
 : -3.8, 4, -3, 3, 2, 8, 5, 4, 21
23. COc1ccc(NS(=O)(=O)c2cc(NC(=O)C3CC3)ccc2N2CCOCC2)cc1
 : -1.7, 1, -1, 3, -3, -30, 1, 5, 11
24. CCc1[nH]nc(C(=O)N2CCCC(C(=O)c3cccc(C(F)(F)F)c3)C2)c1C (stereo unspecified)
 : -1.7, 3, 1, 6, -12, 17, 49, 4, -25
25. CCCCCCSc1ccc(-c2nc3ccc(C)cn3c2NC2CCCCC2)cc1
 : 3.5, 6, 10, 45*, -3, 4, 15, 12, -13
26. CC(O)c1cc2c(s1)c1cnn(Cc3ccccc3F)c(=O)c1n2C (stereo unspecified)
 : 0.0, -2, -2, -1, 10, 16, -31, 2, 15
27. COC1OC2COC(c3ccccc3)OC2C(O)C1NC(=O)c1ccccc1 (stereo unspecified)
 : ·, -1, ·, -15, ·, ·, 6, 9, ·
28. C=C[C@H]1C(O[C@@H]2O[C@H](CO)[C@@H](O)[C@H](O)[C@H]2O)OC=C2C(=O)N3CCc4cc(OC)c(O)cc4[C@H]3C[C@H]21 (stereo partly specified)
 : 1.8, -1, 10, -4, 0, -17, -5, -14, 18
29. CCOC(=O)N1CCN(S(=O)(=O)N2CCCC(C(=O)NCc3ccc(OC)cc3OC)C2)CC1 (stereo unspecified)
 : 4.0, -8, 4, -4, -1, 31, 7, -7, 0
30. Cc1cc(C)n2nc(C(=O)N/N=C/C=C/c3ccccc3)nc2n1
 : -0.9, 2, 9, -1, 1, -3, -6, 13, 9
31. COC(=O)/C(=C\C(=O)c1ccccc1)Nc1ccc(OC)cc1
 : 1.5, 4, -14, -9, 0, 8, 5, 14, -40
32. Cc1c(OCC(=O)C(C)(C)C)ccc2c3c(c(=O)oc12)CCCC3
 : 1.2, -8, -12, 10, -1, 6, 62*, 5, -20
33. COC(=O)CCS(=O)(=O)c1ccc(NC(C)=O)cc1
 : -0.5, 3, -14, -7, -3, -3, 1, -7, -18
34. N#Cc1nc(COc2ccccc2)oc1N1CCOCC1
 : 10, 2, -4, 3, -1, 18, -7, 1, 3
35. Cc1cc(C)nc(NS(=O)(=O)c2ccc(NC(=S)NC(=O)C3CCCC3)cc2)n1
 : 0.9, 11, -19, 3, 0, -8, -5, 8, -8
36. O=C(N/N=C/c1cccs1)[C@H]1C[C@@H]1c1ccccc1
 : 2.2, -3, -10, -6, 0, -16, ·, -8, -31
37. O=C(COC(=O)COc1ccccc1[N+](=O)[O-])Nc1ccc(S(=O)(=O)N2CCCCC2)cc1
 : 0.1, 1, -1, -1, 1, 1, -2, 8, 15
38. Cc1ccc(OCCCC(=O)NNC(=O)c2ccccn2)cc1
 : -1.1, 17, 9, -22, 1, 52*, 1, 19, 4
39. CCCCOc1ccc(NC(=O)CSc2cccc3cccnc23)cc1
 : -0.3, 14, -9, -3, 3, 23, 6, 22, -9
40. COc1ccccc1NC(=O)/C(=C/c1cccs1)NC(=O)c1ccco1
 : -1.5, -7, 13, -6, -5, 14, -3, 9, 17
41. COc1ccc(C)cc1NC(=O)CSc1ccc(-c2cccnc2)nn1
 : -1.4, -3, 7, -12, -2, 22, -6, -2, 0
42. CCOc1ccc(S(=O)(=O)N2CCN(C(=O)Cc3ccc(S(=O)(=O)N4CCOCC4)s3)CC2)cc1
 : 2.6, -14, 3, 6, -1, 16, 17, 14, -9
43. CCOc1ccc(NS(=O)(=O)c2c(C(=O)N3CCCCCC3)c(C)n(C)c2C)cc1
 : 1.4, -3, 22, -9, -6, -1, 0, -2, 5
44. Cc1ccc(-n2nc3c(=O)n(CCCC(=O)NCCc4ccccc4C)nc(C)c3c2C)cc1
 : 1.9, 16, 17, 7, 0, 6, 3, 34, -36
45. CC(C)CNC(=O)c1ccc(COc2ccc(Cl)cc2Cl)o1
 : -2.2, 1, -2, 20, -3, 17, -50, -4, 6
46. Nn1c(SC/C=C/c2ccccc2)nnc1-c1cccnc1
 : 0.5, -2, 10, -12, 1, 27, 9, 9, 26
47. COc1ccc(-c2cc(C(=O)N3CC(C)CC(C)C3)c3ccccc3n2)cc1 (stereo unspecified)
 : 1.2, 10, -3, 7, -3, 4, 1, 22, -10
48. O=c1c(Cc2ccc(F)cc2)c(O)ccn1C1CCCCC1
 : -0.2, -10, 3, 10, 1, -7, -4, 7, 22
49. COc1ccc(CNC(=O)C(OC(=O)c2ccco2)c2ccc(F)cc2)cc1 (stereo unspecified)
 : 0.4, 1, 1, -3, -1, 8, 8, 2, 10
50. Cc1nn(Cc2cccc(C(=O)NC(C)c3ccc(C(C)(C)C)cc3)c2)c(C)c1[N+](=O)[O-] (stereo unspecified)
 : 2.1, -12, 11, 20, -1, 4, 3, 2, -13
51. Cn1ncc(Br)c1NC(=O)c1cc(Cl)cc(Cl)c1
 : -2.0, 4, 6, -4, -2, 6, 9, -16, 8
52. Cc1nc(=O)c(-c2ccccc2)c(C)n1-c1cccc(C(=O)O)c1
 : 0.4, -4, -11, -5, -1, 0, -7, 9, -7
53. CN(Cc1cc2ccccc2[nH]c1=O)S(=O)(=O)c1ccccc1
 : -0.2, -2, -7, 3, -1, 7, -13, 4, -2
54. O=C(COC(=O)c1cccc(Br)c1)NCCc1ccc(F)cc1
 : 1.7, -12, -5, 4, 2, -12, -10, 5, -7
55. Cn1cc(Br)c(C(=O)NC(=S)Nc2ccc(S(N)(=O)=O)cc2)n1
 : 0.9, 21, 0, -9, 1, 10, 3, 38, 21
56. COc1cc(NS(=O)(=O)c2cccc3nsnc23)cc(OC)c1
 : -1.9, 10, -6, 4, 2, 23, 2, 17, 4
57. Cc1ccc(SCCN)cc1C
 : -1.9, 2, -6, -13, 0, 5, 8, 5, 13
58. CN1CCN(C(=S)Nc2cc([N+](=O)[O-])ccc2Cl)CC1
 : ·, 1, ·, 0, ·, ·, -5, 3, ·

Reprinted, entries 34–35
The line under a structure holds: UPR CHOP act, CXCR6 block, Jurkat NFkB inh, EBI2 antag, UPR XBP1 act, Mdm2-MdmX inh, Gli-Sufu antag, CCR6 antag, 697 NFkB inh
34. N#Cc1nc(COc2ccccc2)oc1N1CCOCC1
 : 10, 2, -4, 3, -1, 18, -7, 1, 3
35. Cc1cc(C)nc(NS(=O)(=O)c2ccc(NC(=S)NC(=O)C3CCCC3)cc2)n1
 : 0.9, 11, -19, 3, 0, -8, -5, 8, -8
